N370S GC = qHTS Assay for Inhibitors and Activators of N370S glucocerebrosidase as a Potential Chaperone Treatment of Gaucher Disease | Lysosomal acid glucosylceramidase (Homo sapiens), P04062 | N370S GC spleen homogenate, 4MU-glucoside fluorescence | Potency, µM (top dose mostly 59.4 µM), inactives show at the top dose activity change, negative = inhibition, most hits filed as inhibitors | 330,000 tested, 0.092% active;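 note: 0% = full enzyme activity and -100% = no enzyme basal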
GCN5L2 inh = qHTS Assay for Inhibitors of GCN5L2; 390,000 tested, 0.21% active; Potency, µM (top dose mostly 58.9 µM), for inactives: top-dose activity change, negative = inhibition, usual class: inhibitors; GCN5L2 HAT assay, ThioGlo1 CoA-SH fluorescence; Histone acetyltransferase KAT2A (Homo sapiens), Q92830; AID 504327, 2011
Target sequence (Q92830 whole entry, looked up): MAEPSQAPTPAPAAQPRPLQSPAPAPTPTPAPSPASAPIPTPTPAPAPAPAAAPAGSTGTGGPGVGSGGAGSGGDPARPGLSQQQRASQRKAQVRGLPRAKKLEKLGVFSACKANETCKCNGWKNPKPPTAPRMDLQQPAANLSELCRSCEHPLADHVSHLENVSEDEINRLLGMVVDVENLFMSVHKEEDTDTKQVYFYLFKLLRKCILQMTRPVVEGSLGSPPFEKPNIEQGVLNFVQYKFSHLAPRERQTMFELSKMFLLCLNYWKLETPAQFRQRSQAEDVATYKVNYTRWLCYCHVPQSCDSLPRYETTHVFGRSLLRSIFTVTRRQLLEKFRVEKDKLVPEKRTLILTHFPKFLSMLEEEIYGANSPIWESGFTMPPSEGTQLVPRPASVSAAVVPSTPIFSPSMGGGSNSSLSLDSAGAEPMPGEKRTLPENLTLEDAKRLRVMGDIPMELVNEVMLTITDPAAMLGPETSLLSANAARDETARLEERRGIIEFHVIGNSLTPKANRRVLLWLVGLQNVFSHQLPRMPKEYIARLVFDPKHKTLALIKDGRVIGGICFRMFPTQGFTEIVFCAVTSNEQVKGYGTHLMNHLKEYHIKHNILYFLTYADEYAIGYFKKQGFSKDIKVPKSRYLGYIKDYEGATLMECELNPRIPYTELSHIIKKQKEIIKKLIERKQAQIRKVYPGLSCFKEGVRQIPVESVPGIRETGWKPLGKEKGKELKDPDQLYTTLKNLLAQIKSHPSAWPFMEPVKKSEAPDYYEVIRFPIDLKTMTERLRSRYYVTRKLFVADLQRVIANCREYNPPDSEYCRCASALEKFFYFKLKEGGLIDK
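Free CoA generated was detected with ThioGlo1 (50uM) fluorescence at Ex340nm/Em540nm, read immediately and after 20 min at room temperature. Enzyme, 20 nM in HEPES pH 7.5 buffer, saw compounds 15 min before adding 75uM H3(1-25) peptide and 70uM acetyl-CoA.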
FEN1 inhibitor = qHTS Assay for the Inhibitors of Human Flap endonuclease 1 (FEN1) | Potency, µM (highest dose often 114 µM), inactives show at the top dose activity change, negative = inhibition, usual class: inhibitors | AID 588795, 2011 | P39748 | Recombinant FEN1 flap cleavage, fluorescence, 15 min | 390,000 tested, 0.35% active; note: nearly all actives have a fitted effect of over 65% in size
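FEN1 at 10 nM preincubated with compounds 15 min at room temperature, then flap DNA substrate added at 50 nM final. Signal read at 0 and 15 min; concentration-response fitted with four-parameter Hill equation.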
An asterisk follows results filed as active; ? = inconclusive; nt = not tested or not shown; & = joins results of further samples. Calls come from the whole dose curve; as a rule, active = well fitted curve in the direction sought with a large enough effect; inconclusive = small, poorly fitted or top-dose-only effect, or another doubt; inactive = no such curve, though single readings can be large; an effect the other way counts as inactive or inconclusive. Unless noted, % is set by controls: 0 for no effect and ±100 for the full control effect; potency is the fitted concentration of half-maximal effect. Random draw from the library; overall some 0.54% were active at least once.

N370S GC | GCN5L2 inh | FEN1 inhibitor | molecule
-11% | -6% | -16% | C[C@H](NC(=O)OC(C)(C)C)C(=O)N/N=C/C1=Cc2ccccc2OC1
-23% | -5% | 5% | Cc1cccc(NC(=O)c2cccc(N3C(=O)C4C5CCC(C5)C4C3=O)c2)c1C (centres undefined)
nt | 2% | -4% | O=C(CC1SC(N2CCOCC2)=NC1=O)Nc1ccccc1F (centres undefined)
nt | -3% | -7% | Cc1cccc(-c2nc3c4ccccc4nc(NCc4ccc(F)cc4)n3n2)c1
-1% | 0% | 15% | COC(=O)C1=C(C)NC(=O)C1(NC(=O)c1cccnc1)C(F)(F)F (centres undefined)
-5% | -10% | -12% | N#C/C(=C/c1ccc(-c2cc([N+](=O)[O-])ccc2Cl)o1)C(N)=O
19% | -4% | 7% | CCCS(=O)(=O)c1nc(S(=O)(=O)c2ccc(C)cc2)c(NCCN2CCOCC2)s1
-15% | -4% | -10% | O=C(CSc1nnc(Cc2ccccc2)o1)Nc1ccc(Br)cn1
-10% | -6% | 4% | OCCC1CN(Cc2cn[nH]c2C2CCCCC2)CCN1C1CCCCC1 (centres undefined)
2% | 1% | -5% | O=C1C2CC=CCC2C(=O)N1Cc1ccccc1Cl (centres undefined)
9% | -1% | 8% | CCOc1ccc2nc(C(=O)N3CCCC(C)C3)sc2c1 (centres undefined)
18% | -4% | 4% | O=C(c1cnccn1)N1CCN(c2ccccc2)CC1
-7% | -12% | 14% | CCCc1cc(=O)oc2cc(C)cc(OC(C)C(=O)NCC(O)c3ccccc3)c12 (centres undefined)
nt | -15% | -23% | COC(=O)c1scc(-c2ccc(C)cc2)c1S(=O)(=O)Nc1c(C)cc(C)cc1C
nt | 11% | -14% | CCc1nc2sc3c(N4CCCCC4)ncnc3c2c2c1CCCC2
nt | -3% | -1% | CCOC(=O)c1ccc2c(c1)N(CC(=O)Nc1ccc(CC)cc1)C(=O)c1ccccc1S2
25% | -15% | 2% | Cc1cccc(NC(=O)C2(c3ccccc3)CC2(Cl)Cl)c1 (centres undefined)
-6% | -6% | -2% | CCN(Cc1ccccc1)S(=O)(=O)c1cc(C(=O)c2c(N)n(C)c(=O)n(C)c2=O)ccc1OC
0% | -18% | 5% | CC1=NN(c2cccc(Cl)c2)C(=O)C1
-14% | 4% | 3% | CC(C)COc1nc2c(c(=O)n(C)c(=O)n2C)n1C

The listing continues.
N370S GC | GCN5L2 inh | FEN1 inhibitor | molecule
28% | -8% | -14% | C[C@@]1([C@@H](NC(=O)c2cccs2)c2ccc(-c3ccccc3)cc2)C[C@H]1C1CCCCC1
? | ? | 0% | O=[N+]([O-])c1cccc(-c2nc3ccccc3s/c2=N/O)c1
-3% | -7% | 1% | COCCn1c(=S)[nH]c2cc(C(=O)N3CCCC(C)C3)ccc2c1=O (centres undefined)
nt | -12% | 2% | CCn1nnc2cc(C(=O)Nc3cccc(C(F)(F)F)c3)ccc21
? | 0% | 16% | O=C(c1cnn2c(C(F)F)cc(-c3ccccc3)nc12)N1CCc2ccccc21
5% | -4% | 1% | COc1ccc2nc(NC(=O)CSc3nc4ccccc4o3)sc2c1
nt | -5% | -1% | Nc1ncnc2c1ncn2[C@@H]1O[C@H](CNCc2ccc(OCC(=O)Nc3ccccn3)cc2)[C@@H](O)[C@H]1O
nt | -16% | -23% | Cc1cccc(NC(=O)CSCC(=O)N2CCN(c3cccc(C(F)(F)F)c3)CC2)c1
-5% | 2% | 2% | CCOC(=O)c1c(S(=O)(=O)NCC2CCN(Cc3cccc(F)c3)CC2)c(C)n(C)c1C
13% | -15% | 1% | CCOC(=O)NN1C(=O)c2ccccc2NC1c1ccc(OC)cc1 (centres undefined)
1% | -9% | 13% | COc1ccccc1NC(=O)Nc1ccc2[nH]c(=O)[nH]c2c1
-2% | -4% | 1% | Cc1cccc(CC(=O)Nc2ccc(C(=O)N3CCOCC3)cc2)c1
3% | -6% | 2% | Cc1cc(C(F)(F)F)nn1CC(=O)N1CCCC1
-4% | 3% | 6% | COc1ccc(C(=O)Nc2nc3ccc(S(C)(=O)=O)cc3s2)cc1OC
18% | -13% | nt | CN=C1S/C(=C\c2ccc(Sc3ccc(Cl)cc3)o2)C(=O)N1C
10% | -1% | -3% | CC(C)(C)[C@@H]1C=C(C(=O)N2CCN(Cc3ccccc3)CC2)O[C@H](OCCCCO)C1
-7% | -10% | 2% | NC(=O)c1ccc2nc(NC(=O)c3ccc(N)cc3)sc2c1
2% | 0% | 3% | COc1ccc(NC(=O)c2ccc3c(=O)n(Cc4ccco4)c(=S)[nH]c3c2)c(OC)c1
-1% | -2% | -15% | COc1cc(OC)c(C(=O)OCC(=O)N2CC(=O)Nc3ccccc32)cc1OC
-13% | 2% | -5% | COc1ccc(C(=O)NNC(=O)Nc2ccc(C)cc2)cc1

Further entries.
N370S GC | GCN5L2 inh | FEN1 inhibitor | molecule
9% | 0% | 14% | CC1CCCN(C(=O)C(Cc2ccccc2)n2cccc2)C1 (centres undefined)
-26% | -1% | 6% | Clc1ccc(OCCCN2CCc3ccccc3C2)c(Br)c1
9% | -6% | -5% | O=C(CSc1ccccc1Cl)NC1CCCc2ccccc21 (centres undefined)
1% | -2% | -3% | CC(=O)Nc1ccc(S(=O)(=O)NCC(=O)OCC(=O)NC(=O)C2CCCCC2)cc1
-3% | ? | 0%&15% | CCOc1ccc(NC(=O)CSc2nc3ccccc3nc2N2CCOCC2)cc1
23% | 16% | 12% | CN1CCN(c2ccc(NC(=O)N3CCc4ccccc43)cc2)CC1
-17% | -6% | -20% | CCOc1ccc(S(=O)(=O)N2c3ccccc3CC2C)cc1 (centres undefined)
nt | -6% | 2% | Cc1cccc(CN2CCN(CC(=O)Nc3c(C)cccc3C)S2(=O)=O)c1
-1% | ? | -11% | O=C(COc1nsnc1N1CCOCC1)Nc1cccc(Cl)c1
-1% | 0% | -3% | CCCC(=O)Nc1cccc(NC(=O)CN2CCN(c3ccccc3OC)CC2)c1
28% | 2% | 30% | Cc1cc(C)n(/N=C/c2cccc([N+](=O)[O-])c2)c(=O)c1
nt | 4% | -3% | CCc1cccc(C)c1NC(=O)C1CCN(S(=O)(=O)c2c(C)noc2/C=C/c2c(C)cc(C)cc2C)CC1
-5% | 1% | -11% | CC1CCN(C(=O)c2ccc3c(c2)OCO3)CC1
8% | -2% | -16% | COc1cc(/C=N/OCC(=O)NC23CC4CC(CC(C4)C2)C3)ccc1OCc1ccccc1
-5% | 2% | -8% | O=C(CSc1nnc(C2COc3ccccc3O2)o1)NC1CCCCC1 (centres undefined)
2% | -26% | -4% | O=c1c2c3c(sc2n2cnnc2n1CCc1ccccc1)CCCC3
-12% | 2% | -1% | CCN(Cc1ccncc1)C(=O)c1ccc(Br)o1
1% | -4% | 14% | COc1ccc(-n2nnc3c(SCC(=O)NCC4CCCO4)ncnc32)cc1 (centres undefined)
-10% | 5% | -3% | COc1cc(NC(=O)c2ccccc2C)c(OC)cc1NC(=O)CN1CCOCC1
1% | -1% | -9% | COc1ccccc1CCNC(=O)C(=O)Nc1cc2c3c(c1)CC(=O)N3CCC2

Filtered by structure: the compounds so far with fluorine.
N370S GC | GCN5L2 inh | FEN1 inhibitor | molecule
nt | 2% | -4% | O=C(CC1SC(N2CCOCC2)=NC1=O)Nc1ccccc1F (centres undefined)
nt | -3% | -7% | Cc1cccc(-c2nc3c4ccccc4nc(NCc4ccc(F)cc4)n3n2)c1
-1% | 0% | 15% | COC(=O)C1=C(C)NC(=O)C1(NC(=O)c1cccnc1)C(F)(F)F (centres undefined)
nt | -12% | 2% | CCn1nnc2cc(C(=O)Nc3cccc(C(F)(F)F)c3)ccc21
? | 0% | 16% | O=C(c1cnn2c(C(F)F)cc(-c3ccccc3)nc12)N1CCc2ccccc21
nt | -16% | -23% | Cc1cccc(NC(=O)CSCC(=O)N2CCN(c3cccc(C(F)(F)F)c3)CC2)c1
-5% | 2% | 2% | CCOC(=O)c1c(S(=O)(=O)NCC2CCN(Cc3cccc(F)c3)CC2)c(C)n(C)c1C
3% | -6% | 2% | Cc1cc(C(F)(F)F)nn1CC(=O)N1CCCC1

More entries follow:
N370S GC | GCN5L2 inh | FEN1 inhibitor | molecule
-7% | 0% | 2% | O=C(Nc1ccccc1)Nc1scc2c1c(=O)oc1ccccc12
-4% | -1% | nt | CCOCCOC(=O)COc1ccc(N2C(=O)c3ccccc3C2=O)cc1
nt | -4% | -19% | O=C(NCc1ccccc1)c1ccc2c(c1)CCN2S(=O)(=O)c1ccc(Cl)cc1
-12% | -7% | 0% | CC(C)(C)n1nc2c(c1NC(=O)c1ccc(S(=O)(=O)N3CCCC3)cc1)CS(=O)C2 (centres undefined)
8% | 13% | 15% | NC(=O)C(c1ccccn1)c1ncc(C(F)(F)F)cc1Cl (centres undefined)
16% | -17% | -3% | O=C(COc1ccccc1-c1ccccc1)c1ccccc1
-7% | -11% | -6% | COc1ccc(NC(=S)NC(=O)/C=C/c2ccco2)c(OC)c1
5% | 16% | -4% | CC(NC(=O)Cn1cccc1)c1ccccc1 (centres undefined)
-12% | -10% | -2% | O=C(COC(=O)COc1ccc(Cl)cc1)Nc1ccc(F)c([N+](=O)[O-])c1
nt | -1% | -4% | O=C(COc1ccccc1Cl)Nc1ccc(Cl)c(-c2nc3ccccc3o2)c1
nt | -8% | 22% | Cc1ccccc1OCC(=O)Nc1ccc2nc(SCC(=O)N3CCOCC3)sc2c1
-2% | -1% | 19% | Clc1ccc(-c2cn3ccccc3n2)cc1
-1% | -4% | 2% | CCn1c(SCC(=O)Nc2ccccc2C(=O)OC)nnc1-c1ccoc1C
2% | 3% | 10% | COc1ccc2c(c1)CCCC21NC(=O)N(CC(N)=O)C1=O (centres undefined)
-16% | -3% | -2% | CC1CC(=O)Nc2ccccc2N1S(=O)(=O)c1ccc(C(F)(F)F)cc1 (centres undefined)
nt | ? | -4% | COc1ccc(-c2cn3nc(N4CCC(C(=O)NCc5ccc(F)cc5)CC4)sc3n2)cc1
1% | 0% | 1% | COc1ccc(OC)c(N(CC(=O)Nc2ccc(NC(C)=O)cc2)S(C)(=O)=O)c1
-6% | -1% | 19% | CC(=O)c1ccc(NC(=O)CN2CCN(c3ccccc3)CC2)cc1
-16% | -2% | -1% | Cc1cccc(OCC(=O)Nc2nnc(S(=O)(=O)N3CCCCC3)s2)c1
3% | -4% | 3% | CC1CCCN(C(=O)COC(=O)Cc2ccc(Cl)cc2)C1 (centres undefined)

The list goes on:
N370S GC | GCN5L2 inh | FEN1 inhibitor | molecule
-5% | 7% | 3% | COc1ccc(NC(=O)c2ccc(C)o2)c([N+](=O)[O-])c1
10% | -1% | 21% | Cc1ccc(NC(=O)CS(=O)(=O)c2cn(C)c3ccccc23)c(C)c1
nt | -7% | 4% | CCC(Sc1nnc2c3ccccc3n(CC)c2n1)C(=O)Nc1ccc(NC(C)=O)cc1 (centres undefined)
-8% | 0% | 2% | COc1ccc(S(=O)(=O)Nc2ccccn2)cc1OC
24% | -10% | -12% | CCn1cnc2c1c(=O)n(Cc1csc(-c3ccccc3)n1)c(=O)n2Cc1ccccc1
nt | -3% | 2% | Cc1ccccc1-c1cc(C(=O)NCc2cccs2)n(CC2CC(c3cccnc3)=NO2)n1 (centres undefined)
-1% | -5% | -14% | Cc1ccc(-c2n[nH]c(Cc3ccccc3)n2)cc1
-11% | -4% | 5% | O=C(O)c1ccc(NS(=O)(=O)c2cccc(C(=O)Nc3ccc([N+](=O)[O-])cc3)c2)cc1
nt | -13% | -12% | CCOC(=O)c1c(-c2ccc(C)cc2)cn2ccccc12
nt | -5% | 2% | COc1ccc(-c2ccc3c(c2)S(=O)(=O)c2cccc(C(=O)NC[C@@H]4CCCO4)c2C3=O)cc1OC
8%&3% | -2% | 21% | Nc1ccn([C@@H]2O[C@H](CO)[C@@H](O)[C@@H]2O)c(=O)n1
-16% | ? | 5% | N#Cc1ccc(Cl)cc1NC(=O)CNCc1cccs1
nt | -3% | -3% | CCOc1ccc2nc(N3CCCC(C(=O)NCc4ccc(C)cc4)C3)sc2c1 (centres undefined)
nt | -1% | 19% | Cn1ccc(NS(=O)(=O)c2cc(Br)ccc2Br)n1
2% | -7% | -12% | O=S(=O)(c1ccccc1)c1cnc(-c2cccnc2)nc1-c1ccc(Cl)c(Cl)c1
-1% | -5% | 15% | C[C@@H](NC(=O)[C@@H]1Cc2ccccc2CN1)C(=O)NCc1ccco1
-5% | 0% | 1% | O=C(Cc1ccccc1)NCC(=O)Nc1ccc(OC(F)(F)F)cc1

3 compounds drawn at random from those above, as already listed:
N370S GC | GCN5L2 inh | FEN1 inhibitor | molecule
10% | -1% | -3% | CC(C)(C)[C@@H]1C=C(C(=O)N2CCN(Cc3ccccc3)CC2)O[C@H](OCCCCO)C1
-17% | -6% | -20% | CCOc1ccc(S(=O)(=O)N2c3ccccc3CC2C)cc1 (centres undefined)
-7% | -12% | 14% | CCCc1cc(=O)oc2cc(C)cc(OC(C)C(=O)NCC(O)c3ccccc3)c12 (centres undefined)
